Bioassay records as filed in PubChem BioAssay.
Rin1-Abl PPI inh: inhibitors of Rin1-Abl protein binding, primary screen, biochemical, TR-FRET | inhibition, % at 7.35 µM | Tyrosine-protein kinase ABL1 (Homo sapiens) + Ras and Rab interactor 1 (Homo sapiens), … | actives 0.4% (n = 360,000); in the data active = inhibition above about 5%, passing the limit was not always enough
Scp-1 inhibitor: Scp-1 phosphatase inhibitors, primary screen, biochemical, colorimetric, uHTS | Carboxy-terminal domain RNA polymerase II polypeptide A small phosphatase 1 (Homo … | Recombinant Scp1, phosphopeptide, malachite green phosphate absorbance | inhibition, % at 20 µM | actives 0.88% (n = 340,000) | AID 493091, 2011;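 active = inhibition above about 50% at 20 µM, limit read from the data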;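 also: plate controls were DMSO wells with enzyme for no effect and wells lacking enzyme for full effect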
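Test system: SCP-1 phosphatase catalytic domain, residues 76-261 | Compound dosing: One concentration, 20 µM, with 1.0% DMSO | Schedule: 45 min room-temperature reaction, 5 min colour, 30 min stabiliser | Detection: Absorbance at 630 nm | Read-out basis: % inhibition of SCP-1 phosphate liberation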
Rpn11 block: Rpn11 (PSMD14) deubiquitinase inhibitors, primary screen, biochemical, fluorescence polarization, uHTS; human 26S proteasome, Ub4-pepOG fluorescence polarization; 20S core pre-blocked with epoxomicin; calls only at 20 µM; actives 0.59% (n = 360,000);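 active = inhibition at 20 µM, scaled to each plate's controls, above about 33%, limit read from the data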
CSN inh: inhibitors of CSN-mediated cullin deneddylation, primary screen, biochemical, fluorescence polarization, uHTS; Purified CSN, SCF-Nedd8-OG deneddylation; inhibition, % at 12.5 µM; actives 0.38% (n = 360,000); AID 651999, 2013;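 active = pattern-corrected inhibition above about 35%, with an unprinted fluorescence ratio check between 0.5 and 1.5, limit read from the data, passing the limit was not always enough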;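 also: 0% = enzyme with substrate and 100% = substrate without enzyme; some results filed as inactive read as strong as hits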
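Assay system: Purified human Csn5 enzyme expressed in HEK293T cells | Amount: Enzyme 0.24 nM | Measured by: Fluorescence polarization readout | Medium: Tris/NaCl/DTT buffer, pH 7.5 | Compound dosing: One concentration, 12.5 µM, 0.25% DMSO | Times: 90 min incubation of compound, enzyme and substrate at room temperature | Control set: no-enzyme wells high, enzyme-with-substrate wells low | Read-out: % inhibition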
NadD block: inhibitors of S. aureus NadD, primary screen, biochemical, colorimetric, uHTS | purified NadD enzyme, colorimetric absorbance read-out | inhibition, % at 20 µM | actives 0.78% (n = 360,000); in the data active = inhibition above about 26%; also: some compounds past the cut are filed as inactive
LMPTP inh: LMPTP phosphatase inhibitors, primary screen, biochemical, fluorescence intensity, uHTS. AID 651560, 2012. actives 0.22% (n = 360,000). recombinant LMPTP-A, OMFP fluorogenic substrate. inhibition, % at 20 µM. Low molecular weight phosphotyrosine protein phosphatase (Homo sapiens), P24666;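 active = compounds that cut the enzyme signal by at least half of the control window in the single-dose screen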;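 also: plate controls were DMSO wells with enzyme plus substrate for no effect and substrate without enzyme for full effect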
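Material: LMPTP-A; amount: 0.625 nM enzyme; doses: single 20 µM dose; times: reaction 50 min, room temperature, dark; technique: fluorescence intensity of OMFP turnover product; benchmarks: no-enzyme and uninhibited controls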
STEP inh: STEP phosphatase inhibitors, primary screen, biochemical, fluorescence intensity, uHTS; recombinant STEP, OMFP fluorogenic substrate; AID 588621, 2011; actives 0.25% (n = 360,000); inhibition, % at 20 µM;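 active = inhibition at 20 µM, scaled per plate between control wells, above about 37%, limit read from the data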;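 also: 0% = DMSO with enzyme and substrate and 100% = substrate only without enzyme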
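material = STEP tyrosine phosphatase | reagent = fluorogenic phosphatase substrate OMFP at 25 µM final | doses = single compound dose of 20 µM, 1% DMSO final | schedule = 20 min reaction, room temperature, in the dark | measured by = fluorescence, 480/540 nm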
DNMT1 inh: human DNMT1 methyltransferase inhibitors, primary screen, biochemical, molecular beacon, fluorescence, HinP1I cleavage, uHTS | actives 0.83% (n = 360,000) | DNA (cytosine-5)-methyltransferase 1 (Homo sapiens), P26358 | inhibition (reported as % activation of signal), % at 10 µM; in the data active = inhibition above about 50%
Neddyl block: inhibitors of cullin neddylation, primary screen, biochemical, TR-FRET, uHTS, NAE and Ubc12; actives 0.58% (n = 360,000); calls only at 25 µM; NEDD8-conjugating enzyme Ubc12 (Homo sapiens) + NEDD8-activating enzyme E1 regulatory …; in the data active = inhibition above about 36%
SUMO1 PPI mod: modulators of SUMO1 protein-protein interactions, primary screen, biochemical, uHTS | Small ubiquitin-related modifier 1 (Homo sapiens), P63165 | SUMO1 binding to a labelled peptide, TR-FRET, 1 h | AID 602429, 2012 | inhibition, % at 20 µM | actives 0.33% (n = 360,000); in the data active = inhibition above about 37%
The depositor's hits bear a star; i = inactive; · = not tested or not shown. This is a random part of the collection, and some 3.8% of all compounds hit somewhere here.

Every second line gives: Rin1-Abl PPI inh, Scp-1 inhibitor, Rpn11 block, CSN inh, NadD block, LMPTP inh, STEP inh, DNMT1 inh, Neddyl block, SUMO1 PPI mod
O=C(NC1CCCC1)C(c1ccccc1)N(Cc1ccco1)C(=O)Cc1cccs1 (centres undefined)
 : 2, -6, i, 0, 1, -3.2, 2, -4, i, -1
N#C/C(=C\c1c(N2CCCCCC2)nc2ccccn2c1=O)C(=O)NCc1ccco1
 : -3, -7, i, 0, -8, 2.4, 3, 1, i, -20
COc1ccc2c(c1)cc(C(=O)N[C@@H](CCSC)C(=O)N1CCC(C(=O)O)CC1)n2C
 : 3, 1, i, -4, -4, -1.7, -2, -2, ·, 2
COc1cc(NS(=O)(=O)c2ccc(N/C=C(\C=O)c3nc4cc(Cl)ccc4o3)cc2)nc(OC)n1
 : -5, 1, i, 4, 26, 2.1, -1, -3, i, 11
COc1cc2c(cc1OC)CN(C(=O)c1ccc(N3CCCC3)c([N+](=O)[O-])c1)CC2
 : -7, -4, i, 0, 1, 2.8, -4, -3, i, -34
COc1cc(C(C)=O)ccc1OCC(=O)c1cc(C)n(C2CC2)c1C
 : 4, -8, i, 0, 0, 0.0, 4, 0, i, -2
O=C(O/N=C1\C(=O)N(c2ccccc2)c2ccccc21)C1CC1
 : 5, -5, i, -3, -7, -0.6, 2, -2, i, -12
c1ccc(Oc2cccc(OCCCCSc3ncccn3)c2)cc1
 : 0, -16, i, 0, 5, 3.9, 2, -5, i, -3
c1ccc(-n2c(-c3ccncc3)nnc2-c2ccco2)cc1
 : 0, 0, i, -2, -7, -1.2, 1, 1, i, -1
COc1ccc(/C(O)=C2/C(=O)C(=O)N(CCN3CCOCC3)C2c2cccnc2)cc1OC (centres undefined)
 : 1, -3, i, -1, 3, -0.9, -2, 6, i, -6
CNC(=O)c1ccccc1-c1ccccc1
 : 0, -5, i, 1, 2, 0.0, -4, 5, i, 1
COc1ccccc1C(CCN(Cc1ccccc1)C(C)=O)c1ccco1 (centres undefined)
 : -1, -12, i, -5, -7, 2.3, 1, -2, i, 3
Cc1ccccc1N(CC(=O)NCC1CCCO1)C(=O)CNS(=O)(=O)c1ccc(F)cc1 (centres undefined)
 : -1, -2, i, 5, -4, -0.2, -1, -1, i, -2
COC(=O)c1ccc(-c2cc3onc(-c4ccccc4)c3c(=O)n2C)cc1
 : 1, -9, i, -8, -12, 1.9, -1, 1, i, 3
C=CCN1CCN(c2ccncc2S(=O)(=O)N2CCN(C)CC2)CC1
 : -1, ·, i, 0, 2, -2.8, -5, 9, i, 4
COC(=O)c1ccccc1S(=O)(=O)Oc1ccc(-c2ccc(C(=O)O)cc2)cc1
 : 3, -5, i, 2, 0, 1.0, 0, 2, i, 1
CCOC(=O)N1CCN(C(=O)c2ccc(Cl)c(NC(=O)c3cccs3)c2)CC1
 : 0, -6, i, 1, -5, -1.2, -2, -1, i, 4
CC(=O)N/C(=C\c1ccccc1)C(=O)OCc1ccc(F)cc1
 : 2, 7, i, 2, -4, -0.5, -1, 0, i, -24
CCn1c(SCC(=O)Nc2ccc(C(=O)OC)cc2)nc2cccnc21
 : -2, -2, i, 3, 2, 0.2, 0, -2, i, -1
CCCC(C(=O)NCc1ccco1)N(C(=O)CNS(=O)(=O)c1ccccc1)c1ccc(OC)cc1 (centres undefined)
 : 0, -12, i, 1, -3, -0.9, -1, -1, i, -2
CCOc1ccc(-c2nnn(CC(=O)Nc3cc(OC)cc(OC)c3)n2)cc1OCC
 : 0, -1, i, 2, -8, 0.7, -2, 8, i, -2
CN(Cc1ccco1)C(=O)C1CCCN(c2ncnc3c2nc2n3CCCCC2)C1 (centres undefined)
 : 1, -7, i, 4, -8, -1.2, 1, 4, i, 2
COc1ccc2c(c1OC)C(=O)N(c1nc(SC)n[nH]1)C2=O
 : 3, -10, i, -6, -4, -2.0, -3, 0, i, -7
Cc1ccc(N(CC(=O)NCC2CCCO2)C(=O)CCC(=O)Nc2nccs2)cc1C (centres undefined)
 : 1, -6, i, 0, -5, -0.9, -2, 1, i, 4
O=c1[nH]c(SCCc2ccccc2)nc2c1CCC2
 : -1, ·, i, 5, -6, -1.1, 6, -3, i, 1
Cc1nc2ccccc2c(=O)n1NC(=O)Cc1ccc(Br)cc1
 : -1, -1, i, 2, -2, -0.2, -5, 0, i, 2
CC(C)[C@H](NC(=O)c1ccccc1)C(=O)OCC(=O)c1ccccc1F
 : 1, -12, i, 3, -2, -0.5, 1, 1, i, 1
N#Cc1c(SCc2ccccc2)sc(C(=O)c2ccccc2)c1N
 : 3, -16, i, 0, 6, 1.9, 18, -13, i, -8
COC(=O)C1=C(C)N(C)C(C)=C(C(=O)OC)C1c1ccc(C(=O)OC)cc1
 : -1, -2, i, -7, 1, 0.4, -3, 2, i, 1
C=CCN(C(=O)c1csnn1)C(C(=O)NC1CCCC1)c1ccccc1 (centres undefined)
 : -4, -10, i, -4, -3, -0.9, -2, 1, i, 0
O=C(CSc1nnc(-c2c[nH]c3ccccc23)o1)N(Cc1ccccc1)c1ccc(F)cc1
 : 1, -14, i, 4, 8, 8.3, -3, -4, i, -1
COc1ccc(CNC(=O)CCS(=O)(=O)Cc2cccc(Cl)c2)c(OC)c1
 : -4, -17, i, 10, -1, 1.0, 1, -2, i, 3
COc1ccc(NC(=O)COc2coc(CN3CCc4ccccc43)cc2=O)cc1
 : -1, 7, i, 0, -2, -0.8, 2, 3, i, 4
O=C(NCc1ccc(C(F)(F)F)cc1)C1CC(c2cccc(F)c2)=NO1 (centres undefined)
 : 4, 2, i, -2, -4, -0.2, -1, 13, i, 3
Cc1ccc(NC(=O)C2CCCN(C3=NS(=O)(=O)c4ccccc43)C2)c(O)c1 (centres undefined)
 : 0, 0, i, 7, 5, 0.1, -1, -22, i, 1
Cc1ccc(NC(=O)COC(=O)[C@H](C)NC(=O)c2ccccc2)cc1S(=O)(=O)N1CCOCC1
 : -3, -7, i, -1, -5, -1.0, -2, -4, i, 1
OC[C@@H]1CN(Cc2cccs2)C[C@H](n2cnc3c(N4CCN(c5ccccc5)CC4)ncnc32)O1
 : -7, ·, i, 0, 0, 2.1, -2, -1, i, 2
Cc1ccc(C)c(SCc2noc(C(=O)NCC3CCCO3)c2C(=O)O)c1 (centres undefined)
 : -1, -8, i, -4, -8, 0.3, 4, 2, i, 4
COc1ccc(CNC(=O)C(c2ccco2)N(Cc2ccccc2)C(=O)Cc2cccs2)cc1 (centres undefined)
 : -3, -12, i, 1, -4, 2.7, 2, 4, i, 1
O=C(Nc1ccc2c(c1)OCO2)c1cc(C2CCCCN2C(=O)c2ccccc2)on1 (centres undefined)
 : -2, ·, i, 0, -6, -0.6, 0, 3, i, 8
O=C(NC1CC1)c1ccc(CS(=O)(=O)c2c(Cl)cccc2Cl)o1
 : 0, 2, i, -6, -3, -0.9, 0, 0, i, 1
O=C1CC(c2ccco2)CC(O)=C1C=Nc1cc(Cl)ccc1O (centres undefined)
 : -4, 72*, i, 23, 2, 9.0, 4, 89*, i, 21
COc1cc(CN2C[C@@H](CO)O[C@@H](n3cnc4c(N(C)C)ncnc43)C2)cc(OC)c1OC
 : 3, ·, i, -2, 2, -2.1, -1, 1, i, 5

Not a retest: 9 of the compounds above.
Every second line gives: Rin1-Abl PPI inh, Scp-1 inhibitor, Rpn11 block, CSN inh, NadD block, LMPTP inh, STEP inh, DNMT1 inh, Neddyl block, SUMO1 PPI mod
Cc1ccc(NC(=O)C2CCCN(C3=NS(=O)(=O)c4ccccc43)C2)c(O)c1 (centres undefined)
 : 0, 0, i, 7, 5, 0.1, -1, -22, i, 1
Cc1ccc(NC(=O)COC(=O)[C@H](C)NC(=O)c2ccccc2)cc1S(=O)(=O)N1CCOCC1
 : -3, -7, i, -1, -5, -1.0, -2, -4, i, 1
OC[C@@H]1CN(Cc2cccs2)C[C@H](n2cnc3c(N4CCN(c5ccccc5)CC4)ncnc32)O1
 : -7, ·, i, 0, 0, 2.1, -2, -1, i, 2
Cc1ccc(C)c(SCc2noc(C(=O)NCC3CCCO3)c2C(=O)O)c1 (centres undefined)
 : -1, -8, i, -4, -8, 0.3, 4, 2, i, 4
COc1ccc(CNC(=O)C(c2ccco2)N(Cc2ccccc2)C(=O)Cc2cccs2)cc1 (centres undefined)
 : -3, -12, i, 1, -4, 2.7, 2, 4, i, 1
O=C(Nc1ccc2c(c1)OCO2)c1cc(C2CCCCN2C(=O)c2ccccc2)on1 (centres undefined)
 : -2, ·, i, 0, -6, -0.6, 0, 3, i, 8
O=C(NC1CC1)c1ccc(CS(=O)(=O)c2c(Cl)cccc2Cl)o1
 : 0, 2, i, -6, -3, -0.9, 0, 0, i, 1
O=C1CC(c2ccco2)CC(O)=C1C=Nc1cc(Cl)ccc1O (centres undefined)
 : -4, 72*, i, 23, 2, 9.0, 4, 89*, i, 21
COc1cc(CN2C[C@@H](CO)O[C@@H](n3cnc4c(N(C)C)ncnc43)C2)cc(OC)c1OC
 : 3, ·, i, -2, 2, -2.1, -1, 1, i, 5

Quoted at random: two compounds from above.
Every second line gives: Rin1-Abl PPI inh, Scp-1 inhibitor, Rpn11 block, CSN inh, NadD block, LMPTP inh, STEP inh, DNMT1 inh, Neddyl block, SUMO1 PPI mod
COC(=O)C1=C(C)N(C)C(C)=C(C(=O)OC)C1c1ccc(C(=O)OC)cc1
 : -1, -2, i, -7, 1, 0.4, -3, 2, i, 1
Cc1nc2ccccc2c(=O)n1NC(=O)Cc1ccc(Br)cc1
 : -1, -1, i, 2, -2, -0.2, -5, 0, i, 2
